PTHR1 ag – qHTS for PTHR1 Agonists: Primary Screen; HEK293 GP2 PTHR1 cells, GloSensor cAMP luminescence, 1 h; Potency, µM (top dose mostly 115 µM), inactives show top-dose activation, usual class: activators; 410,000 tested, 0.075% active; AID 743266, 2014; Parathyroid hormone/parathyroid hormone-related peptide receptor (Homo sapiens), Q03431; also: potency is read from the fitted curve at half-maximal effect; nearly all actives have a fitted effect of over 55% in size; some results filed as inactive show a strong effect at the top dose; inactives centre near -15; many of its hits are not listed in these tables
Target sequence (Q03431 whole entry, looked up): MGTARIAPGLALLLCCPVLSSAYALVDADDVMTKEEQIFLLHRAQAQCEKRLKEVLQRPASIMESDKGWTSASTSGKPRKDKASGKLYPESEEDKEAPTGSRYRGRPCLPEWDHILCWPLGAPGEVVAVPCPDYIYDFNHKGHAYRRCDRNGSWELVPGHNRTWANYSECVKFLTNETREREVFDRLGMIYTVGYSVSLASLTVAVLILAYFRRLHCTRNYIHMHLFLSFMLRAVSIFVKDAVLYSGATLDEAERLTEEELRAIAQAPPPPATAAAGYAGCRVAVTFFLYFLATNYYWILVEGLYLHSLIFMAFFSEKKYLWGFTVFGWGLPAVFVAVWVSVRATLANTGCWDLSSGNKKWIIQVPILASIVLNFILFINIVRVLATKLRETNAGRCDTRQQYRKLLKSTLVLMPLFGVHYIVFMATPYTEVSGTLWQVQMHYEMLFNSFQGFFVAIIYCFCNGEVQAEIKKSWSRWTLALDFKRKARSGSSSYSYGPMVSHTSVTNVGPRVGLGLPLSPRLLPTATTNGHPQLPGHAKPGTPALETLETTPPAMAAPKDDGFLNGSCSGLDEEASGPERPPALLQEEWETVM
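HEK-293-derived GP2 cells expressing PTHR1 and a GloSensor cAMP reporter, 3,000/well, plated overnight, given luciferin plus IBMX (each 0.5 mM as added) for 1 h at 37 °C, then compound for 1 h at 37 °C. Luminescence was read after 15 min at room temperature.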
DRD3 agonist – qHTS of D3 Dopamine Receptor Agonist: qHTS; D3R DiscoveRx beta-arrestin cells, luminescence, 90 min; max activation, %; 410,000 tested, 0.58% active; D(3) dopamine receptor (Homo sapiens), P35462; in the data active = max activation above about 30%; also: 0% is about no effect; mostly tested at two doses, the higher about 12 µM
Target sequence (P35462 whole entry, looked up): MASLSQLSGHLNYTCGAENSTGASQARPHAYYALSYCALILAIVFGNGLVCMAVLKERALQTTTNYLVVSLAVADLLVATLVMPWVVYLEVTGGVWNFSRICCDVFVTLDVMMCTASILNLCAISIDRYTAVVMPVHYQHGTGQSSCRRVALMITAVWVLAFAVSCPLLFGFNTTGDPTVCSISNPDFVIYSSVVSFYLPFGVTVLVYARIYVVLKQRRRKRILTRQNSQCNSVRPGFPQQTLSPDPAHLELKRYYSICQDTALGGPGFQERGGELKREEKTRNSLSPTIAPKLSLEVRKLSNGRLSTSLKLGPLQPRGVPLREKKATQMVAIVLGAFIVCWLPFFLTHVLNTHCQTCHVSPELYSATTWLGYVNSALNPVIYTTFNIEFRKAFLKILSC
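Agonist mode: compounds and dopamine controls were applied to plated cells for 90 min at 37 degrees C after an overnight attachment at 1500 cells/well. Luminescent read-out followed 30 - 60 minutes at room temperature with DiscoveRx detection reagent.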
EPAC2 ag – qHTS for Agonist of cAMP-regulated guanine nucleotide exchange factor 4 (EPAC2): primary screen. Rap guanine nucleotide exchange factor 4 (Homo sapiens), Q8WZA2. EPAC2 activation, biochemical qHTS; response scale: 100% = 6.5 mM cAMP response. Potency, µM (titrated, usually from 154 µM), for inactives: top-dose activation, hits mostly activators. 360,000 tested, 0.079% active. AID 720711, 2013; also: potency is read from the fitted curve at half-maximal effect; nearly all actives have a fitted effect of over 50% in size
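qHTS, titration series. 100 nM EPAC2 / 250 nM Rap1B-BODIPY-GDP / 50 uM GDP; RT; ex 480/em 540 nm, 5-min reads to 30 min. Norm. to 6.5 mM cAMP = activation.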
EPAC2 antagonist – qHTS for Antagonist of cAMP-regulated guanine nucleotide exchange factor 2 (EPAC2): primary screen; Rap guanine nucleotide exchange factor 4 (Homo sapiens), Q8WZA2; EPAC2 GEF exchange of Rap1B-BODIPY-GDP, fluorescence; Potency, µM (top dose mostly 114 µM), for the others: at the highest dose activity, negative = inhibition, actives largely listed as inhibitors; 360,000 tested, 0.18% active; AID 720708, 2013; also: potency is read from the fitted curve at half-maximal effect; % is scaled to controls: 0 for no effect and ±100 for the full control effect; nearly all actives have a fitted effect of over 45% in size; many of its hits are not listed in these tables
DRD3 antagonist – qHTS of D3 Dopamine Receptor Antagonist: qHTS. max response, negative = inhibition, %. D3R cells, DiscoveRx beta-arrestin luminescence, antagonist mode; active compounds read low. D(3) dopamine receptor (Homo sapiens), P35462. 360,000 tested, 2.5% active; in the data active = max response below about -50%; inconclusive = no clear call, values can overlap the other calls; also: % is scaled to controls: 0 for no effect and ±100 for the full control effect; mostly tested at two doses, the higher about 12 µM
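Cells expressing the human receptor were seeded at 1500 cells/well, incubated overnight at 37 degrees C in 5% CO2, then exposed to library compounds with dopamine controls for 90 minutes at 37 degrees C before luminescent detection.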
Akt phos inh – HTS Assay for Inhibitors of Akt Phophorylation: Primary Screen; 360,000 tested, 0.32% active; Neuro2A IGF-stimulated pAkt S473 HTRF, 20 min; active compounds read low; AID 651550, 2012; activity change, % for hits at 50 µM; in the data active = activity change below about -80%; inconclusive = mostly about -51% to -80%; also: % is scaled to controls: 0 for no effect and ±100 for the full control effect
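Neuro2A cells (4,500/well, DMEM with 0.5% FBS) were treated with compound at a single 50 µM final concentration, stimulated with 6 nM IGF for 20 min at 37 °C, and lysed. Phospho-Akt Ser473 was read by HTRF as 665/615 ratio ×10^4.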
CCT modulator – High-Throughput Screening for Modulators of Cytosolic Chaperonin Activity; purified chaperonin ATPase assay, HTRF ADP detection, 30 min; activity change, % (concentration not given with the values), hits read low; 360,000 tested, 0.3% active; in the data active = activity change below about -30%; also: % is scaled to controls: 0 for no effect and ±100 for the full control effect
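ATPase activity: ADP formed was measured by HTRF Transcreener (665/615 nm ratio) after 30 min at 37 deg C with 10 uM ATP. Compounds screened at one 76 uM concentration against 40 or 20 nM TRiC in Tris pH 7.4/KCl/MgCl2/DTT buffer.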
Mm-Cpn inhibitor – Inhibitors of TCP-1 ring complex (TRiC) of Methanococcus maripaludis (MmCpn): qHTS; Chaperonin Mm-Cpn (Methanococcus maripaludis); purified Mm-Cpn ATPase, ADP Transcreener TR-FRET; Potency, µM (top dose mostly 76.9 µM), for inactives: top-dose activity, negative = inhibition, usual class: inhibitors; 330,000 tested, 0.031% active; also: potency is read from the fitted curve at half-maximal effect; % is scaled to controls: 0 for no effect and ±100 for the full control effect; nearly all actives have a fitted effect of over 80% in size
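Measured: ADP formation by purified Mm-CPN. Conditions: 25 nM protein, 10 uM ATP, Tris pH 7.4 with Mg2+, K+ and DTT, 37°C for 30 min. Detection: Transcreener HTRF after 30 min at room temperature.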
An asterisk follows results filed as active; i = inactive; ? = inconclusive; . = not tested or not shown; [ ] = remark or other dose. Unless noted, calls follow the shape of the dose curve; as a rule, active = well fitted curve in the direction sought with a large enough effect; inconclusive = small, poorly fitted or top-dose-only effect, or another doubt; inactive = no such curve, though single readings can be large; an effect the other way counts as inactive or inconclusive. The list is partial; count on the stated rates, not on these rows.

SMILES,PTHR1 ag,DRD3 agonist,EPAC2 ag,EPAC2 antagonist,DRD3 antagonist,Akt phos inh,CCT modulator,Mm-Cpn inhibitor
O=C(COC(=O)c1cc(S(=O)(=O)NCc2ccccc2)ccc1O)c1cc2ccccc2o1,-21%,-3,7%,1%,-12,i,-0.2,-28%
COc1ccc([N+](=O)[O-])cc1NS(=O)(=O)Cc1ccccc1,-1%,-3,7%,0%,-2,i,1.5,1%
O=C(Nc1ccc(S(=O)(=O)C(F)F)cc1)c1cccc(S(=O)(=O)N2CCOCC2)c1,-15%,-3,-2%,-12%,-6,i,0.2,-2%
CCOc1ccc(C(=O)CCC(=O)Nc2ncccc2O)cc1,i,0,-6%,-6%,18,i,2.1,0%
CC(C)CN1C(=O)C(=O)N(CC(=O)NCc2ccc3c(c2)OCO3)C1=O,-19%[57.5 µM],-3,11%,0%[57.1 µM],-52*,i,2.2,0%
Cc1ccc(C(=O)Nc2cc([N+](=O)[O-])ccc2C)cc1,i,0,-7%,-15%,-8,i,-1.0,2%
Cc1c(-c2nc(N)nc(Nc3ccccc3)n2)oc2ccccc12,-4%[57.5 µM],3,-24%,-6%,38,i,-5.5,-7%
Cc1onc(-c2ccccc2Cl)c1C(=O)OCC(=O)N1CCCCC1,i,3,12%,4%,-7,i,-0.4,-1%
COC(=O)C(NC(=O)c1ccccc1)=C1C=C(C)OC(C)=C1,?,-13,11%,-1%,0,i,-1.9,-2%
CCSc1nnc(NC(=O)CN(C)S(=O)(=O)c2ccc(F)cc2)s1,i,5,2%,-3%,15,i,1.9,1%

Profiles, quoted from the list. Values in the order: PTHR1 ag | DRD3 agonist | EPAC2 ag | EPAC2 antagonist | DRD3 antagonist | Akt phos inh | CCT modulator | Mm-Cpn inhibitor
Shown for COC(=O)C(NC(=O)c1ccccc1)=C1C=C(C)OC(C)=C1 → ? | -13 | 11% | -1% | 0 | i | -1.9 | -2%
Shown for Cc1onc(-c2ccccc2Cl)c1C(=O)OCC(=O)N1CCCCC1 → i | 3 | 12% | 4% | -7 | i | -0.4 | -1%

New compounds follow
SMILES,PTHR1 ag,DRD3 agonist,EPAC2 ag,EPAC2 antagonist,DRD3 antagonist,Akt phos inh,CCT modulator,Mm-Cpn inhibitor
Cc1nnc(SCC(=O)NCc2cccs2)n1-c1ccccc1,-15%[57.5 µM],-1,-12%,-2%,18,i,-2.7,1%
CC1=NN(C(=O)c2cccnc2)C(O)(C(F)(F)F)C1 (stereo not drawn),-23%,-5,6%,-4%,0,i,1.5,1%
Cc1nn2c3ccccc3nc2n(C)c1=O,i,-8,7%,0%,0,i,0.3,0%
CSCC[C@H](NC(=O)C1CCN(C(=O)[C@H](Cc2ccccc2)NS(=O)(=O)c2ccc(C)cc2)CC1)C(=O)O,i,11,-3%,-2%,48,i,-3.5,0%
COc1ccc(OCC(=O)Nc2cccc(C(C)=O)c2)cc1,i,-5,0%,1%,3,i,-0.3,-1%
O=C(NNc1ncnc2ccccc12)c1cccc(Cl)c1,-49%[inhibitor],-8,6%,1%,-3,i,-0.2,-1%
COc1cc2ccccc2cc1C(=O)OCc1nc2ccsc2c(=O)[nH]1,i,9,7%,1%,18,i,1.4,-1%
CCOC(=O)c1c(NC(=O)c2ccoc2C)sc2c1CCC2,i,-15,-6%,11%,27,i,-1.3,-3%
Cc1nc(SCC(=O)N2CCNC2=O)c(C#N)c(C)c1C,i,-2,5%,2%,-2,i,0.9,.
CCOC(=O)Nc1ccc2c(COC(=O)CN(C)S(=O)(=O)c3ccc(C)cc3)cc(=O)oc2c1,i,1,1%,3%,-4,i,-1.1,.
CN(C)c1ccc(C(c2nnnn2CCOC(=O)Nc2ccc(Cl)cc2)N2CCOCC2)cc1 (stereo not drawn),i,-3,-7%,-12%,-16,i,2.2,-1%
COc1ccccc1C(=O)NC1CC2CCC(C1)N2Cc1ccccc1 (stereo not drawn),i,-17,13%,12%,-95*,i,-1.1,-5%
CCOC(=O)C1CCCNC1=O (stereo not drawn),i,11,8%,15%,23,i,1.3,2%
O=C(CN1c2cccc3cccc(c23)S1(=O)=O)Nc1cccc(S(=O)(=O)N2CCOCC2)c1,i,3,2%,0%,1,i,0.6,-23%
CC(Nc1ccccc1)c1cccnc1 (stereo not drawn),i,3,10%,-5%,20,i,1.4,4%
CN(C(=O)Cn1nc(C(=O)O)c2ccccc2c1=O)C1(C#N)CCCCC1,i,1,13%,8%,-25,i,-0.9,1%
CC1(C)Cc2ccccc2-c2[nH]c(=S)[nH]c(=O)c21,-6%,-17,0%,-5%,-55*,i,-0.2,-21%
Cc1cc(C)nc(NS(=O)(=O)c2ccc(N3C(=O)C4C5C=CC(C5)C4C3=O)cc2)n1 (stereo not drawn),-1%,11,-5%,15%,16,i,0.1,2%
Cc1ccc([N+](=O)[O-])c(OCCN2CCCCCC2)c1,i,-14,5%,-3%,-90*,i,-1.8,-1%
Cc1cc(C)c(S(=O)(=O)N2CCN(C(=O)CN3C(=O)NC4(CCCC4)C3=O)CC2)c(C)c1,-29%,6,4%,-1%,22,i,0.6,-1%
OC(c1ccccc1)c1ncc(-c2cccc(F)c2)[nH]1 (stereo not drawn),-6%,3,7%,0%,0,i,1.3,.
Cc1cc(Nc2ccc(F)cc2)c2ccccc2n1,-10%,0,1%,2%,11,i,-1.1,.
Cc1cccc(N2CC(C)Cn3c2nc2c3c(=O)[nH]c(=O)n2C)c1 (stereo not drawn),i,-10,-3%,12%,-7,i,-0.6,0%
CCOCCCNC(=O)C(c1ccc(Cl)cc1)N(Cc1cccs1)C(=O)CNC(C)=O (stereo not drawn),i,3,-3%,-20%,6,i,-1.9,-2%
Oc1ccc(Nc2ccc3ccccc3c2)cc1,-19%,-8,17%,-6%,-14,i,-0.5,.
COc1ccccc1CNC(=O)C(C)n1nc(C)n2c(cc3occc32)c1=O (stereo not drawn),-15%,8,-1%,7%,7,i,-0.5,-5%
CCOC(=O)c1c(O)cc(C)cc1Nc1ccccc1,i,-5,16%,-22%,6,i,0.5,-3%
O=C(CCc1nc2ccccc2[nH]c1=O)OCC(=O)N1CCc2ccccc21,i,2,-11%,-8%,2,i,-1.4,-4%
O=C(c1csc2c1CCCC2)N1CCN(c2ncccn2)CC1,?,1,-7%,-20%,-12,i,-0.3,-1%
O=C(CSc1ccc([N+](=O)[O-])cn1)Nc1ccc2c(c1)OCO2,i,-9,11%,2%,8,i,-2.4,4%
CCCCC(=O)Nc1ccc(NC(=S)NC(=O)c2cccs2)cc1OC,i,-3,-5%,19%,8,i,-1.6,-1%
O=C(O)COc1ccccc1/C=N/NC(=O)CN1CCN(S(=O)(=O)c2ccc(Br)cc2)CC1,i,-4,-2%,6%,-3,i,0.9,3%
CCCN(CCC)C(=O)CC(c1ccc(F)cc1)c1ccco1 (stereo not drawn),-4%,1,-16%,-6%,?,i,0.9,-1%
O=S(=O)(c1cccc(F)c1)N1CCN(c2ncnc3scc(-c4ccc(F)cc4)c23)CC1,-3%,-1,11%,6%,1,i,0.5,-19%
CC1CCCCC12NC(=O)N(CC(=O)NC1CCCc3ccccc31)C2=O (stereo not drawn),i,2,7%,-1%,-27,i,-2.8,0%
CCCc1[nH]nc2c1C1(C(=O)N(C(C)C)c3ccccc31)C(C#N)=C(N)O2 (stereo not drawn),-4%[57.5 µM],-2,7%,-5%,7,.,-1.5,-5%
Cc1c(Cl)cccc1-n1c(SCC(=O)NCc2ccccc2Cl)nnc1-c1ccncc1,-1%,-6,8%,6%,8,i,-2.4,-29%
Cc1sc(NC(=O)/C=C/c2ccc(C(C)C)cc2)c(C#N)c1C,-29%,-1,1%,-2%,-10,i,-2.2,2%
O=C(c1ccccc1[N+](=O)[O-])N1CCCC(C(=O)N2CCCCCC2)C1 (stereo not drawn),i,3,-2%,0%,1,i,-0.5,0%
CC(=O)Oc1ccccc1N1C(=O)c2ccc(C(=O)O)cc2C1=O,?,9,-6%,3%,-6,i,-0.8,0%
C[C@@H]1C(c2ccccc2)=NN(c2ccc(Br)cc2)[C@H]1C(=O)N1CCOC1=O,-11%,-20,9%,-23%,34,i,-1.2,-13%
COc1ccc(CN2CCC[C@]3(N[C@H](c4ccc(C(F)(F)F)cc4)[C@@H]4C(=O)N(C)C(=O)[C@@H]43)C2=O)cc1,-22%,-10,-5%,8%,?,i,2.1,.
Cc1ccc(CS/C(Nc2ccccc2C)=C(\C#N)C(N)=O)c(C)c1,i,-15,-7%,0%,-17,i,-12,1%
Cc1cc(OCc2nnc(SC(C)C(=O)O)n2Cc2ccccc2)ccc1Cl (stereo not drawn),-40%[inhibitor],0,0%,-10%,7,i,0.8,1%
NC(N)=NC1=NC(=O)/C(=C/c2ccccc2-n2cccn2)S1,i,-3,10%,-1%,0,i,-3.5,-2%
CCOC(=O)Cc1nn(C(C)C)c(=O)c2ccccc12,-14%,5,4%,15%,11,i,2.3,1%
O=C(CN1C(=O)C2C3CCC(C3)C2C1=O)N1CCN(Cc2ccccc2)CC1 (stereo not drawn),i,-9,4%,1%,-2,i,-3.7,0%
CCNC(=O)NC(=O)C(C)OC(=O)C1CCN(S(=O)(=O)c2ccccc2C(=O)OC)CC1 (stereo not drawn),-24%,4,5%,4%,-14,i,-0.7,0%
CCN(CC(=O)Nc1c(F)cccc1F)C(=O)c1ccc2c(c1)NC(=O)C(C)S2 (stereo not drawn),i,3,5%,14%,16,i,-6.3,-1%
NC(=O)N1CCN(CCCN2c3ccccc3Sc3cc(Cl)ccc32)CC1,-17%,-7,17%,?,-69*,i,2.7,.
